# IDE cell activ: IDE (human) activation, cell-based; P14735; HEK cells, FAbeta-B cleavage, fluorescence polarization; 0% vehicle, 100% cell-free pure enzyme wells; activation, % at 5.96 µM; 0.073% of 340,000 active;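 active = activation above the mean of all tested compounds plus 3 SD, set per screening campaign, cut at about 17% in these data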
# p-CIP stab down: lowers stability of the mouse p/CIP coactivator protein. AID 1984. 0.01% of 290,000 active. F442A p/CIP-EGFP cells, EGFP fluorescence, 16 h. Q05BA5. decrease of EGFP signal, % at 10 µM;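 active = EGFP signal decrease of at least 30% at 10 µM or well 3 SD below plate mean, unless failing retest; inactive = the rest, including hits failing retest or dose response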; also: some compounds called inactive have numbers as strong as hits; many of its hits are not listed in these tables
# SUMO HTRF inh: blocks human SUMOylation mediated by UBC9; HTRF SUMOylation assay, SAE1/SAE2 + UBC9, in vitro; inhibition, % at 35 µM; 0.36% of 290,000 active; in the data active = inhibition above about 50%, passing the limit was not always enough; also: strong numbers were not always called active
# Target sequence (P63279 whole entry, looked up): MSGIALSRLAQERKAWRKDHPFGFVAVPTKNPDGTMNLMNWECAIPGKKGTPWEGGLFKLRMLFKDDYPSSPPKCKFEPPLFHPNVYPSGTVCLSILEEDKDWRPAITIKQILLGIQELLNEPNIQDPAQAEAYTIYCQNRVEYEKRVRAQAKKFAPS
# IDE inh: inhibits human insulin-degrading enzyme in HEK cells | FAbetaB cleavage, fluorescence polarization | AID 434962 | inhibition, % at 5.59 µM | 0.41% of 320,000 active;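 active = percent inhibition above the average of all tested compounds plus 3 SD, set per screening campaign, cut at about 16% in these data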;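 also: IDE supplied by intact live HEK cells; FP after avidin binding of uncleaved biotin substrate so inhibition keeps polarization high; 0% = DMSO wells and 100% = 60 µM reference IDE inhibitor Ii1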
# M18AAP inhibitor: blocks P. falciparum M18 aspartyl aminopeptidase; 1.2% of 290,000 active; recombinant PfM18AAP, H-Glu-NHMec fluorogenic cleavage; inhibition, % at 7.35 µM;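 active = inhibition above the campaign mean inhibition over all tested compounds plus 3 SD, cut at about 28% in these data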;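 also: 0% = plate median of test compound wells and 100% = 2 mM ZnCl2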
# MEKK2 WT-MEK5: raises or lowers MEK5 binding to wildtype human MEKK2 PB1 domain | Q9Y2U5 | bead flow cytometry, Alexa488-MEK5 binding to MEKK2 WT; actives lie on both sides | binding response (% of control), % at 10 µM | 1.1% of 290,000 active | AID 1531; in the data active = binding response below about 67% or above about 130%
# NALP1 yeast inh: inhibitors of NALP1 inflammasome in yeast | S. cerevisiae NALP1/ASC/caspase-1 growth, X-gal OD620, 72 h | inhibition, % at 10 µM | 0.61% of 280,000 active | AID 2071; in the data active = inhibition mostly above about 24%, no sharp cut-off; inactive = mostly below about 32%; also: some compounds called inactive have numbers as strong as hits
# MEKK3 PB1 HTS: modulators (inhibitors or enhancers) of MEK5 binding to human MEKK3 PB1 domain; 1.4% of 290,000 active; binding response (% of control), % at 10 µM; Q99759; bead-based flow cytometry, Alexa488-MEK5 binding to MEKK3; actives lie on both sides; 0 = blocked by unlabeled MEK5, 100 = vehicle;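 active = binding response more than 3 SD above or below the average of its plate-row segment, actives on both sides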;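 also: Alexa488 bead fluorescence after subtracting the streptavidin-only scavenger bead signal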
# Target sequence (Q99759 whole entry, looked up, the tested form may be a part): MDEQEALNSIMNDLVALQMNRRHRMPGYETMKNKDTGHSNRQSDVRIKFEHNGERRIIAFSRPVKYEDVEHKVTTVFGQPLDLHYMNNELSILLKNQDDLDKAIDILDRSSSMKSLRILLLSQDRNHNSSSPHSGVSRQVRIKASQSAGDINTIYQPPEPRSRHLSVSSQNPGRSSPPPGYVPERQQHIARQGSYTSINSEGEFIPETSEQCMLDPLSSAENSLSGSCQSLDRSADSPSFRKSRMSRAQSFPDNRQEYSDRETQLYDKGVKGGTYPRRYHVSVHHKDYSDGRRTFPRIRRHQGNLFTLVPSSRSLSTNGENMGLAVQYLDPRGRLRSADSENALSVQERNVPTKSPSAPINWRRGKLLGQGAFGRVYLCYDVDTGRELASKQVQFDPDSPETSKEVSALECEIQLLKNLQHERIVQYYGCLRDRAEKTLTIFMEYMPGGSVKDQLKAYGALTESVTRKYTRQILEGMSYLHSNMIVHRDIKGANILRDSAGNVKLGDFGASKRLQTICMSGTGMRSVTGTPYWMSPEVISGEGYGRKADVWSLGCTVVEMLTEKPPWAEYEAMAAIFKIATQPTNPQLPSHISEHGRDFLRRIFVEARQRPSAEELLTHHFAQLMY
# MEKK2mut PB1 HTS: signal of MEK5 binding to mutant human MEKK2 PB1 domain; bead flow cytometry, Alexa488-MEK5 binding to MEKK2 mutant; percent response, % at 10 µM; 0.35% of 290,000 active; AID 1530; in the data active = percent response above about 24%, passing the limit was not always enough; also: inactives centre near 1; some results filed as inactive read as strong as hits; reference of the scale not given here
# * = called active by the depositor; / = no result given; & = joins results of further samples. Not all compounds are listed; count on the stated rates, not on these rows.
# Values in the order – p-CIP stab down	MEKK2mut PB1 HTS	NALP1 yeast inh	MEKK3 PB1 HTS	IDE cell activ	IDE inh	SUMO HTRF inh	MEKK2 WT-MEK5	M18AAP inhibitor
- CCC(C(=O)OC)n1c(-c2ccccc2)nc2ccccc2c1=O (stereo unspecified)
→ -8	-5	12	89	2	10	0	90	-1
- CCCCc1nc2ccccc2c(=O)n1NC(=O)c1c(O)c2cccc3c2n(c1=O)CC3
→ 9	4	13	100	2	4	0	101	/
- CCCCNC(=S)N/N=C/C1=CCC2CC1C2(C)C (stereo unspecified)
→ 2	-2	15	94	1	-6	-2	98	-8
- CCOC(=O)N1CCN(C(=O)CCc2ccc(S(=O)(=O)NC(C)C)cc2)CC1
→ 1	-1	12	97	2	/	19	99	-9
- O=C(CC1C(=O)NCCN1Cc1cccc(Oc2ccccc2)c1)NCCc1ccccn1 (stereo unspecified)
→ -4	9	-23	99	3	-1	12	121	0
- CC1(OC(=O)c2cccs2)C(=O)C=C2C=C(c3ccsc3)OC=C2C1=O (stereo unspecified)
→ /	1	/	103	/	7	/	91	/
- Nc1cc(=O)[nH]c(=S)n1-c1cccc(C(F)(F)F)c1
→ -12	8	18	104	3	-1	5	100	2
- CCN(C(=O)COC(=O)c1ccc(Cl)nc1)C1CCS(=O)(=O)C1 (stereo unspecified)
→ -4	-3	-5	102	5	4	5	99	-3
- O=C(COC(=O)C1(c2ccc(F)cc2)CCCC1)Nc1ncc(C(F)(F)F)cc1Cl
→ -7	2	/	133*	6	2	4	111	1
- CCCCOc1ccc(C(=O)O)cc1
→ 0	-7	20*	97	11	2	18	96	1

# Overlap with the part before: 7 entries; new compounds follow.
# Values in the order – p-CIP stab down	MEKK2mut PB1 HTS	NALP1 yeast inh	MEKK3 PB1 HTS	IDE cell activ	IDE inh	SUMO HTRF inh	MEKK2 WT-MEK5	M18AAP inhibitor
- CCOC(=O)N1CCN(C(=O)CCc2ccc(S(=O)(=O)NC(C)C)cc2)CC1
→ 1	-1	12	97	2	/	19	99	-9
- O=C(CC1C(=O)NCCN1Cc1cccc(Oc2ccccc2)c1)NCCc1ccccn1 (stereo unspecified)
→ -4	9	-23	99	3	-1	12	121	0
- CC1(OC(=O)c2cccs2)C(=O)C=C2C=C(c3ccsc3)OC=C2C1=O (stereo unspecified)
→ /	1	/	103	/	7	/	91	/
- Nc1cc(=O)[nH]c(=S)n1-c1cccc(C(F)(F)F)c1
→ -12	8	18	104	3	-1	5	100	2
- CCN(C(=O)COC(=O)c1ccc(Cl)nc1)C1CCS(=O)(=O)C1 (stereo unspecified)
→ -4	-3	-5	102	5	4	5	99	-3
- O=C(COC(=O)C1(c2ccc(F)cc2)CCCC1)Nc1ncc(C(F)(F)F)cc1Cl
→ -7	2	/	133*	6	2	4	111	1
- CCCCOc1ccc(C(=O)O)cc1
→ 0	-7	20*	97	11	2	18	96	1
- O=C(c1ccc(F)cc1)N1CCCN(c2nc(-c3ccccc3)ns2)CC1
→ 0	-2	/	101	/	-2	2	98	1
- CC[C@@H]1CC=C[C@H]2[C@H]1C(=O)N(Cc1ccccc1)[C@H]2c1cc(C)ccc1F
→ -8	2	1	98	/	/	9	96	/
- CCn1c(C)cc(/C=C2\NC(=O)N(Cc3ccccc3)C2=O)c1C
→ -3	0	-18	101	-2	1	0	98	9
- COc1ccc(N(C(=O)Cc2cccs2)C(C(=O)NC2CCCCC2)c2cccn2C)cc1OC (stereo unspecified)
→ 9	3	-1	82	5	0	-11	104	7
- Cc1ccnc(SCC(=O)N2CCN(c3cccc(Cl)c3)CC2)n1
→ -9	-8	20	97	1	0	6	99	4
- COCC(=O)N(Cc1nc2ccccc2c(=O)[nH]1)Cc1cccs1
→ 3	/	24	/	-1	1	14	/	-2
- Fc1ccc(Nc2nc(-c3cccnc3)cs2)cc1
→ 5	-7	5	100	7	3	5	100	1
- O=C1c2ccccc2N2C(=O)c3ccccc3C2N1Cc1ccco1 (stereo unspecified)
→ 0	2	17	87	0	-1	20	107	0
- O=C(OCCN1CCOCC1)c1cccnc1
→ -6&0	4&1	8&-2	97&100	13&2	3&-4	9&8	101&100	1&-11
- COc1ccc(CNC(=O)/C(C#N)=C/c2cccc(OC)c2OC)cc1
→ -3	1	14	105	1	3	17	105	10
- CCCc1cc(=O)[nH]c(SCCCCN2C(=O)c3ccccc3C2=O)n1
→ 0	/	-14	/	5	0	3	/	0
- Cn1nc2c(c1C(=O)O)CCCC2
→ -2	3	-6	101	-2	-2	18	102	-3
- CCCCn1nnnc1SCC(=O)N1CCOCC1
→ -5	-2	34	91	2	1	-16	91	-5
- O=C(Nc1nc2ccsc2c(=O)s1)c1ccc(F)cc1Cl
→ -1	-20	/	87	10	5	-12	92	-4
- O=C(COC(=O)CCC(=O)c1ccc(Cl)cc1)NCC1CCCO1 (stereo unspecified)
→ -11	0	-1	97	-6	1	0	98	-3
- O=C(Nc1ccc(OC(F)F)c(Cl)c1)C(c1ccccc1)c1ccccc1
→ -8	4	26	147*	5	3	-15	134	-2
- COc1ccc(S(=O)(=O)NCCC(=O)N2CCCC2)cc1N(C)S(C)(=O)=O
→ 11	1	20	97	6	-1	12	98	4
- COc1ccc(C(=O)COC(=O)CN2C(=O)NC(C)(C)C2=O)cc1OC
→ -5	-3	38	98	-2	2	15	98	0
- O=c1cnn(-c2ccccc2)c(-c2ccccc2)c1
→ 8	-3	2	100	7	1	24	99	-4
- CCCCN(CCO)c1ncnc2sc(-c3ccccc3)cc12
→ -15	8	2	106	1	6	3	108	-6

# Three compounds already listed, arranged by the number in MEKK2 WT-MEK5, ascending:
Molecule	MEKK2 WT-MEK5
O=C(COC(=O)CCC(=O)c1ccc(Cl)cc1)NCC1CCCO1 (stereo unspecified)	98
Cn1nc2c(c1C(=O)O)CCCC2	102
O=C(Nc1ccc(OC(F)F)c(Cl)c1)C(c1ccccc1)c1ccccc1	134

# The list goes on:
# Values in the order – p-CIP stab down	MEKK2mut PB1 HTS	NALP1 yeast inh	MEKK3 PB1 HTS	IDE cell activ	IDE inh	SUMO HTRF inh	MEKK2 WT-MEK5	M18AAP inhibitor
- CC(=O)c1cccc(NC(=O)c2cccc(S(=O)(=O)N3CCOCC3)c2)c1
→ -9	-10	11	97	3	1	-13	93	3
- COc1ccc2[nH]c(=O)c(CN(Cc3nnnn3Cc3ccco3)C3CCCCC3)cc2c1
→ -9	0	12	91	6	5	30	91	-43
- CN(Cc1ccc(F)cc1)C(=O)c1cccc(OCc2ccccc2)c1
→ -16	1	3	100	4	0	-24	98	1
- CCc1nc(SCc2ccc([N+](=O)[O-])cc2)n[nH]1
→ -6	-3	22	91	1	0	1	91	-4
- CCCOC(=O)Nc1cc(OC)c(Cl)cc1OC
→ -2	/	-3	/	3	9	-8	/	-2
- Cc1ccc(SCCSc2ncccn2)cc1
→ -5	2	21	102	1	3	6	106	1
- CSCC[C@H](NC(=O)[C@@H]1Cc2ccccc2CN1)C(=O)NC[C@H]1CC[C@H](C(=O)O)CC1
→ 0	13	13	108	3	3	3	108	5
- CC1(C(=O)O)CCC(C(=O)Nc2ccccc2)C1(C)C (stereo unspecified)
→ 4	-3	20	98	-9	6	8	96	2
- COc1ccc(C(=O)c2cnc3cc4c(cc3c2C)OCO4)cc1
→ -5	6	19	106	0	-1	8	108	-2
- O=C(NCCCc1ccccc1)C(=O)NCC1OCCN1S(=O)(=O)c1ccccc1 (stereo unspecified)
→ -8	6	-4	101	-1	4	0	101	4
- Cc1ccc(OCC(=O)Nc2ccc(S(=O)(=O)N3CCCC3)cc2)cc1
→ -5	-2	15	101	1	5	3	101	-4
- CCCc1ccc(/C=C2\C(=O)c3ccccc3C(O)=C2C(=O)OCC)cc1
→ -3	0	/	105	/	5	1	93	-1
- CN(C(=O)C1CCOC1)c1nnc(-c2cccnc2)s1 (stereo unspecified)
→ -5	3	28	97	3	1	0	103	-1
- CCOC(=O)N1CCN(Cc2nc(N)nc(Nc3ccc(OCC)cc3)n2)CC1
→ -4	8	-1	103	12	3	8	105	-1
- COc1ccccc1OCc1cc(C(=O)NCCN2CCCC(O)C2)no1 (stereo unspecified)
→ -8	5	-1	104	0	0	0	106	0
- CCN(Cc1ccncc1)S(=O)(=O)c1ccc(C(C)=O)cc1
→ 6	7	8	102	-2	-4	5	101	6
- Cc1ccc(C(C)C)c(OCC(=O)NN=C2CCCC2)c1
→ -4	-2	-14	105	-2	3	-10	103	-3
- COc1cccc(C(=O)NC2CCN(C(=O)N3CCCCC3)CC2)c1
→ -7	-3	-4	97	3	0	20	102	1
- O=c1c2ccccc2nc2n1CC/C2=C\c1ccccc1[N+](=O)[O-]
→ -16	8	10	108	/	/	2	107	-12
- COc1cc(-c2nnc(COc3ccc(Cl)cc3C)o2)cc(OC)c1OC
→ -8	2	-4	102	-3	2	4	104	-8

# In another format: entries from further up
p-CIP stab down | MEKK2mut PB1 HTS | NALP1 yeast inh | MEKK3 PB1 HTS | IDE cell activ | IDE inh | SUMO HTRF inh | MEKK2 WT-MEK5 | M18AAP inhibitor | SMILES
-4 | 8 | -1 | 103 | 12 | 3 | 8 | 105 | -1 | CCOC(=O)N1CCN(Cc2nc(N)nc(Nc3ccc(OCC)cc3)n2)CC1
-8 | 5 | -1 | 104 | 0 | 0 | 0 | 106 | 0 | COc1ccccc1OCc1cc(C(=O)NCCN2CCCC(O)C2)no1 (stereo unspecified)
6 | 7 | 8 | 102 | -2 | -4 | 5 | 101 | 6 | CCN(Cc1ccncc1)S(=O)(=O)c1ccc(C(C)=O)cc1

# Remaining list, next part:
# Values in the order – p-CIP stab down	MEKK2mut PB1 HTS	NALP1 yeast inh	MEKK3 PB1 HTS	IDE cell activ	IDE inh	SUMO HTRF inh	MEKK2 WT-MEK5	M18AAP inhibitor
- Cc1cc(C)c[n+](-c2nc3ccccc3nc2[N-]S(=O)(=O)c2cccs2)c1
→ -8	-4	3	86	2	7	7	82	4
- COc1ccc(N(CC(=O)N2CCC(C(N)=O)CC2)S(=O)(=O)c2ccccc2)cc1
→ 11	1	14	102	0	0	2	103	0
- Cc1ccccc1NC(=O)NC1CCCCCCC1
→ 10	2	10	97	8	-1	7	101	3
- O=C(COC(=O)c1cccs1)NC12CC3CC(CC(C3)C1)C2
→ 11	3	15	105	-2	2	-16	105	-5
- CCOC(=O)C1(CC2CC2)CCN(Cc2ccc(C(=O)OC)cc2)CC1
→ -10	-7	11	105	9	2	15	88	-2
- Cn1c(=O)c2c(nc(CN3CCN(C(=O)c4ccco4)CC3)n2CCCc2ccccc2)n(C)c1=O
→ -10	/	-8	/	4	2	19	/	-4
- CCC(=O)c1ccc(OCC(=O)N2CCN(c3ccccn3)CC2)cc1
→ -6	5	17	102	2	-6	12	107	-10
- COC(=O)c1c(NC(=O)CSc2nncs2)sc2c1CCCCC2
→ -2	0	-8	100	-1	2	-12	95	-1
- COc1cccc(CNc2ccccn2)c1O
→ -12	2	3	97	-2	-5	13	100	-8
- COc1ccc(C(=O)N2CCSC2=S)cc1OC
→ -7	10	15	105	9	7	8	110	-6
- O=C(Cn1ccsc1=NC(=O)c1ccco1)c1ccccc1
→ 10	3	18	105	1	1	6	102	-8
- O=C(COC(=O)C1c2ccccc2Oc2ccccc21)Nc1ccc2c(c1)OCO2
→ -1	-3	12	97	-2	4	-4	92	1
- O=C(CC12CC3CC(CC(C3)C1)C2)N1CCN(S(=O)(=O)c2cccs2)CC1
→ -8	2	20	104	0	4	-11	102	-5
- Cc1ccnc(N(C(=O)Nc2ccccc2)C2=NCC(C)(C)S2)c1
→ 4	-1	-12	102	/	-2	-16	100	3
- CC(=O)Oc1ccc(C(=O)[C@H]2[C@H]3C(=O)N(c4ccc(C)cc4)C(=O)[C@H]3[C@@H]3C=CC=NN32)cc1
→ 2	-1	24	99	1	12	6	91	1

# Screens deposited in PubChem by several laboratories.
